CCT modulator: changes cytosolic chaperonin activity; purified chaperonin ATPase assay, HTRF ADP detection, 30 min; 0.3% of 360,000 active; activity change, % (concentration not given with the values), hits read low; in the data active = activity change below about -30%; note: % is set by controls: 0 for no effect and ±100 for the full control effect
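Nucleotide hydrolysis assay: TRiC at 20–40 nM final (set by batch activity) with 10 uM ATP, 30 min at 37 °C, in presence of 76 uM compound. Detection by competitive ADP HTRF, 30 min ambient.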
A549 viability: A549 cytotoxicity, counter-screen for Nrf2 inhibitors; A549 ARE-Fluc cells, CellTiter-Fluor viability, 18-24 h; Potency, µM (titrated, usually from 46 µM), without a hit: at the highest dose activity change, negative = cytotoxicity, usual class: inhibitors; AID 504648; 0.16% of 390,000 active; note: potency is the fitted concentration of half-maximal effect; % is set by controls: 0 for no effect and ±100 for the full control effect
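Cytotoxicity counterscreen: CellTiter-Fluor fluorescence was measured in A549 ARE_Fluc cells after 18-24 h of compound exposure in a concentration series. The subsequent BugLite luminescent read reports ARE-luciferase activity.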
MmCpn inh: M. maripaludis TRiC chaperonin inhibition | 0.031% of 330,000 active | Potency, µM (series often up to 76.9 µM), inactives show at the top dose activity, negative = inhibition, most hits filed as inhibitors | AID 504842 | purified Mm-Cpn ATPase, ADP Transcreener TR-FRET; note: potency is the fitted concentration of half-maximal effect; % is set by controls: 0 for no effect and ±100 for the full control effect; nearly all actives have a fitted effect of over 80% in size
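Eu-cryptate anti-ADP/ADP-d2 competition gives a ratio inversely related to ADP. Enzyme at 25 nM was pre-exposed to compound for 10 min, then given 10 uM ATP for 30 min, 37°C throughout.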
Nrf2 ARE act: Nrf2 pathway activation; AREc32 ARE-luciferase reporter (MCF7-derived line), luminescence, 24 h; Potency, µM (series often up to 46.1 µM), for the others: at the top dose activation, usual class: activators; 0.31% of 410,000 active; AID 624171; note: potency is the fitted concentration of half-maximal effect; % of control where 0% means no effect; nearly all actives have a fitted effect of over 65% in size
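For detection, Steady-Glo was added and plates sat 30 min at RT; before that, AREc32_Fluc cells grown overnight in OPTI-MEM/5% FBS had been treated with 23 nL compound for 24 hr at 37 deg C.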
Abeta yeast res: restores growth of yeast expressing A-beta42 peptide. AID 1347071. Potency, µM (top dose mostly 46.1 µM), for the others: top-dose growth rescue, most hits filed as activators. 0.063% of 410,000 active. yeast expressing A-beta42, growth rescue, OD600, 48 h; response scale: 0% DMSO, 100% iron-clioquinol control; note: potency is the fitted concentration of half-maximal effect; nearly all actives have a fitted effect of over 55% in size
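Yeast growth medium received pinned compounds, then yeast cells expressing toxic A-beta were added; plates incubated at 30 C for 48 hr. Growth read as absorbance at 600 nm, normalized to DMSO and equimolar FeCl3 plus clioquinol controls.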
HepG2 tox: HepG2 cytotoxicity, counter-screen for TGF-b inhibitors; Potency, µM (top dose mostly 46.1 µM), for the others: top-dose activity change, negative = cytotoxicity, hits mostly cytotoxic; AID 588856; 0.76% of 410,000 active; HepG2 CAGA-GFP viability, ATP luminescence, 18 h; note: potency is the fitted concentration of half-maximal effect; some results filed as inactive show a strong effect at the top dose
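CellTiter-Glo luminescence gave cytotoxicity after 18 hours at 37 degrees C. The cells were HepG2 CAGA-GFP in 1% FBS DMEM, stimulated with 500 pg/mL TGF-beta after compound addition. %Activity was normalised to no-cell wells (complete cell-killing) and DMSO (no toxicity), and curves were fitted and classified.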
pAkt inh: blocks phosphorylation of Akt; Neuro2A IGF-stimulated pAkt S473 HTRF, 20 min; stronger effect = lower value; activity change, % for hits at 50 µM; AID 651550; 0.32% of 360,000 active; in the data active = activity change below about -80%; inconclusive = mostly about -51% to -80%; note: % is set by controls: 0 for no effect and ±100 for the full control effect
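Single-point screen (50 µM final compound) in Neuro2A cells stimulated 20 min with 6 nM IGF at 37 deg C. After lysis, Ser473-phosphorylated Akt read by HTRF (ex 330 nm, em 615/665 nm) as the 665/615 ratio.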
TGFb SMAD3 inh: blocks TGF-b signaling; HepG2 CAGA-GFP TGF-b/SMAD3 reporter, GFP fluorescence, 18 h; TGF-beta stimulated, 500 pg/mL final; Potency, µM (highest dose often 46.1 µM), for the others: at the top dose activity, negative = inhibition, actives largely listed as inhibitors; 1.2% of 410,000 active; note: potency is the fitted concentration of half-maximal effect; % is set by controls: 0 for no effect and ±100 for the full control effect; nearly all actives have a fitted effect of over 65% in size
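Per well, imaged GFP fluorescence of HEPG2 CAGA-GFP cells gives the signal; cells get compound, then TGF-beta (500 pg/mL final), 18 h at 37 degrees C; %Activity versus -TGF-beta and +DMSO controls.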
Nrf2 block: inhibitors of Nrf2 signaling | Potency, µM (titrated, usually from 46 µM), inactives show top-dose activity change, negative = inhibition, most hits filed as inhibitors | A549 ARE-Fluc reporter, luciferase luminescence, 18-24 h | 2.1% of 360,000 active; note: potency is the fitted concentration of half-maximal effect; % is set by controls: 0 for no effect and ±100 for the full control effect; nearly all actives have a fitted effect of over 60% in size
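Concentration-response testing used A549 ARE_Fluc cells at 5000 cells/well. Following an 18-24 h compound incubation, viability was read by fluorescence (Ex 405/Em 525) and luciferase output by luminescence.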
Numbers without * were called inactive; & = joins results of further samples; [ ] = remark or other dose. Unless noted, calls come from the whole dose curve; as a rule, active = well fitted curve in the direction sought with a large enough effect; inconclusive = small, poorly fitted or top-dose-only effect, or another doubt; inactive = no such curve, though single readings can be large; an effect the other way counts as inactive or inconclusive.

How did O=C(Nc1ccc(Cl)c(Cl)c1)N1CCCCCC1 do in these assays?
CCT modulator: -0.6; A549 viability: 2%; MmCpn inh: -1%; Nrf2 ARE act: 0.1%; Abeta yeast res: -16%; HepG2 tox: 5%; pAkt inh: inactive; TGFb SMAD3 inh: 3%; Nrf2 block: inconclusive

What do the screens show for `Fc1cccc(NC(=S)NC2CCCCCCC2)c1`?
CCT modulator: -0.7; A549 viability: 7%; MmCpn inh: -2%; Nrf2 ARE act: -0.1%; Abeta yeast res: inconclusive; HepG2 tox: -22%; pAkt inh: inactive; TGFb SMAD3 inh: inconclusive; Nrf2 block: -5%

How did O=C(Cn1ccc(NC(=O)OCc2ccccc2)nc1=O)NCCCN1CCCC1=O do in these assays?
CCT modulator: -3.0; A549 viability: 0%; MmCpn inh: 1%; Nrf2 ARE act: -0.2%; Abeta yeast res: -11%; HepG2 tox: 13%; pAkt inh: inactive; TGFb SMAD3 inh: -2%; Nrf2 block: -3%

What do the screens show for `COc1ccccc1/C=C/c1nc(C#N)c(NC(C)c2ccccc2)o1` (stereo not given)?
A549 viability: -8%; Nrf2 ARE act: -1.0%; Abeta yeast res: -14%; HepG2 tox: 4%; TGFb SMAD3 inh: -31%; Nrf2 block: inconclusive

Results for Cc1ccnc(N=O)c1 ?
CCT modulator: 1.4; A549 viability: -2%; MmCpn inh: -1%; Nrf2 ARE act: 5.0%; Abeta yeast res: -2%; HepG2 tox: -63%; pAkt inh: inactive; TGFb SMAD3 inh: 2%; Nrf2 block: inconclusive

How did Cc1nc2cc(C(=O)OCC(=O)NC3CCS(=O)(=O)C3)ccc2n1-c1ccccc1 (stereo not given) do in these assays?
CCT modulator: 0.5; A549 viability: -6%; MmCpn inh: 2%; Nrf2 ARE act: 0.5%; Abeta yeast res: 6%; HepG2 tox: 0%; pAkt inh: inactive; TGFb SMAD3 inh: 0%; Nrf2 block: 19%

What do the screens show for `CC1(C)C(=Cc2ccccc2)C(=O)c2ccccc21`?
CCT modulator: 1.8; Nrf2 ARE act: 7.5%; Abeta yeast res: 1%; HepG2 tox: -19%; pAkt inh: inactive; TGFb SMAD3 inh: inconclusive

Results for CC1(C)CC(=O)C2=C(C1)N(c1ncn[nH]1)C(N)=C(C#N)C2c1ccccc1 (stereo not given) ?
CCT modulator: -2.3; A549 viability: -4%; MmCpn inh: 0%; Nrf2 ARE act: -0.2%; Abeta yeast res: 0%; HepG2 tox: 2%; pAkt inh: inactive; TGFb SMAD3 inh: 3%; Nrf2 block: -3%

What do the screens show for `CSc1ncccc1C(=O)NCC12CC3CC(CC(C3)C1)C2`?
CCT modulator: 0.9; A549 viability: 4%; MmCpn inh: -4%; Nrf2 ARE act: 0.0%; Abeta yeast res: -16%; HepG2 tox: -19%; pAkt inh: inactive; TGFb SMAD3 inh: -8%; Nrf2 block: -2%

What do the screens show for `CCOC(=O)C(CC)n1nnc2sc(-c3ccccc3)cc2c1=O` (stereo not given)?
A549 viability: 0%; Nrf2 ARE act: 6.2%; Abeta yeast res: -8%; HepG2 tox: 8%; TGFb SMAD3 inh: -1%; Nrf2 block: inconclusive

Results for O=C(O)C1CSC(c2ccco2)N1 (stereo not given) ?
CCT modulator: -4.5; A549 viability: 1%; MmCpn inh: -3%[15.4 µM]; Nrf2 ARE act: 2.6%; Abeta yeast res: -16%; HepG2 tox: -1%; pAkt inh: inactive; TGFb SMAD3 inh: -15%; Nrf2 block: 11%

What do the screens show for `Cc1cccc(NC(=O)CCN2CCN(C)CC2)c1`?
CCT modulator: 3.3; A549 viability: -1%; MmCpn inh: 2%; Nrf2 ARE act: -0.5%; Abeta yeast res: 11%; HepG2 tox: 2%; pAkt inh: inactive; TGFb SMAD3 inh: 1%; Nrf2 block: 3%

How did O=C(NCC(=O)N1CCN(c2ccccc2)CC1)c1ccc(Cl)cc1 do in these assays?
CCT modulator: 1.4; A549 viability: 0%; MmCpn inh: 0%; Nrf2 ARE act: 0.2%; Abeta yeast res: -3%; HepG2 tox: 5%; pAkt inh: inactive; TGFb SMAD3 inh: 18%; Nrf2 block: -4%

What do the screens show for `CN(C)c1cccc(CNC(=O)c2ccc3nc([C@H]4C[C@H](O)[C@@H](CO)O4)[nH]c3c2)c1`?
CCT modulator: -1.6; Nrf2 ARE act: -0.4%; Abeta yeast res: -20%; HepG2 tox: -4%; pAkt inh: inactive; TGFb SMAD3 inh: 11%

How did C=CCSc1nc(N)c2c3c(sc2n1)CN(C)CC3 do in these assays?
CCT modulator: 0.9; A549 viability: -4%; MmCpn inh: -2%; Nrf2 ARE act: 23%; Abeta yeast res: -24%; HepG2 tox: 0%; pAkt inh: inactive; TGFb SMAD3 inh: 18%; Nrf2 block: inconclusive

What do the screens show for `O=C(O)c1ccc(Oc2ccc(C(F)(F)F)cn2)cc1`?
CCT modulator: 1.1; A549 viability: 4%; MmCpn inh: -1%; Nrf2 ARE act: 8.4%; Abeta yeast res: -27%; HepG2 tox: 10%; pAkt inh: inactive; TGFb SMAD3 inh: -1%; Nrf2 block: -8%

How did COc1ccc(C)cc1S(=O)(=O)N(CC(=O)O)c1ccc(F)cc1 do in these assays?
CCT modulator: -33*; A549 viability: -1%; Nrf2 ARE act: -0.4%; Abeta yeast res: 3%; HepG2 tox: -6%; pAkt inh: inactive; TGFb SMAD3 inh: -1%

Results for CCc1nccn1S(=O)(=O)c1ccc(OC)c(C)c1C ?
CCT modulator: 3.3; A549 viability: -3%; MmCpn inh: 1%; Nrf2 ARE act: 0.2%; Abeta yeast res: 17%; HepG2 tox: -2%; TGFb SMAD3 inh: -3%; Nrf2 block: 4%

Results for COC(=O)c1nn(-c2ccccc2)c(Cl)c1/C=N/O ?
CCT modulator: -0.2; A549 viability: 13%; MmCpn inh: 3%; Nrf2 ARE act: 9.6%; Abeta yeast res: -6%; HepG2 tox: -10%; pAkt inh: inactive; TGFb SMAD3 inh: -5%; Nrf2 block: 0%

Results for COC(=O)c1ccc(S(=O)(=O)N(C2CCCCC2)C2CCCCC2)n1C ?
CCT modulator: -1.3; A549 viability: -1%; MmCpn inh: 4%; Nrf2 ARE act: -0.2%; Abeta yeast res: -2%; HepG2 tox: -9%; pAkt inh: inactive; TGFb SMAD3 inh: -21%; Nrf2 block: -7%

Results for CCOC(=O)C1CCC(C(=O)OCC)N1c1ccc(C=O)cc1 (stereo not given) ?
CCT modulator: 0.0; Nrf2 ARE act: 0.3%; Abeta yeast res: -9%; HepG2 tox: 4%; pAkt inh: inactive; TGFb SMAD3 inh: 5%

Results for CCCCSc1cc(=O)[nH]c(N)n1 ?
CCT modulator: -2.0; A549 viability: 3%; MmCpn inh: 2%; Nrf2 ARE act: 2.7%; Abeta yeast res: -4%; HepG2 tox: -35%; pAkt inh: inactive; TGFb SMAD3 inh: -18%; Nrf2 block: 11%

Results for O=C(CNC(=S)N(Cc1ccccc1F)C1CCCCC1)NC1CC1 ?
CCT modulator: 1.9; A549 viability: 3%; MmCpn inh: 2%; Nrf2 ARE act: -0.2%; Abeta yeast res: -3%; HepG2 tox: -3%; pAkt inh: inactive; TGFb SMAD3 inh: -10%; Nrf2 block: -22%

What do the screens show for `COC(=O)c1ccc2nc(Nc3nc4c(F)cc(F)cc4s3)sc2c1`?
CCT modulator: -1.2; A549 viability: -5%; MmCpn inh: -4%; Nrf2 ARE act: -3.0%; Abeta yeast res: 1%; HepG2 tox: -8%; pAkt inh: inactive; TGFb SMAD3 inh: -8%

Results for CCOC(=O)c1ccc(NC(=O)CSc2ccc(-c3ccccn3)nn2)cc1 ?
CCT modulator: 0.0; A549 viability: -16%&-2%; MmCpn inh: 3%; Nrf2 ARE act: 8.5%&0.5%; Abeta yeast res: -22%&-32%; HepG2 tox: -28%&-20%; pAkt inh: inactive; TGFb SMAD3 inh: -54%&-16%; Nrf2 block: 21µM*

What do the screens show for `CCOc1ccc(NC(=O)CN(C)C(=O)c2cccc(S(=O)(=O)N3CCCC3)c2)cc1OCC`?
CCT modulator: -1.4; A549 viability: 1%; MmCpn inh: 2%; Nrf2 ARE act: -0.1%; Abeta yeast res: -3%; HepG2 tox: 8%; pAkt inh: inactive; TGFb SMAD3 inh: 19%; Nrf2 block: 6%

What do the screens show for `C/C(=N\NC(=O)c1cccnc1)c1ccc(C)c([N+](=O)[O-])c1`?
CCT modulator: 0.6; A549 viability: 1%; MmCpn inh: -3%; Nrf2 ARE act: -0.2%; Abeta yeast res: -5%; HepG2 tox: -41%; pAkt inh: inactive; TGFb SMAD3 inh: 0%; Nrf2 block: 0%

Among those listed so far, these contain a Cl atom:
How did O=C(Nc1ccc(Cl)c(Cl)c1)N1CCCCCC1 do in these assays?
CCT modulator: -0.6; A549 viability: 2%; MmCpn inh: -1%; Nrf2 ARE act: 0.1%; Abeta yeast res: -16%; HepG2 tox: 5%; pAkt inh: inactive; TGFb SMAD3 inh: 3%; Nrf2 block: inconclusive

How did O=C(NCC(=O)N1CCN(c2ccccc2)CC1)c1ccc(Cl)cc1 do in these assays?
CCT modulator: 1.4; A549 viability: 0%; MmCpn inh: 0%; Nrf2 ARE act: 0.2%; Abeta yeast res: -3%; HepG2 tox: 5%; pAkt inh: inactive; TGFb SMAD3 inh: 18%; Nrf2 block: -4%

Results for COC(=O)c1nn(-c2ccccc2)c(Cl)c1/C=N/O ?
CCT modulator: -0.2; A549 viability: 13%; MmCpn inh: 3%; Nrf2 ARE act: 9.6%; Abeta yeast res: -6%; HepG2 tox: -10%; pAkt inh: inactive; TGFb SMAD3 inh: -5%; Nrf2 block: 0%

High-throughput results as filed in PubChem BioAssay.
